Bioassay records: PubChem, The Scripps Research Institute Molecular Screening Center
GSTO1 counter – blocks human GSTO1 in RBBP9 counter-screen; P78417; recombinant GSTO1, activity-based probe fluorescence polarization; inhibition, % at 5.96 µM; hit rate 1.1% among 300,000; AID 1974;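 active = inhibition above the campaign mean inhibition plus 3 SD, cut at about 35% in these data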;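 note: 0% = GSTO1-1 with DMSO and 100% = wells lacking GSTO1-1 enzyme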
PAFAH2 inh – PAFAH2 (human) inhibition; Q99487; recombinant PAFAH2, FP-rhodamine activity probe, fluorescence polarization; inhibition, % at 3.39 µM; hit rate 0.99% among 340,000;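 active = inhibition above the mean over all tested compounds plus 3 SD, cut at about 30% in these data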;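 note: inhibitors block probe labeling of enzyme so polarization drops; 0% = enzyme with DMSO and 100% = wells lacking PAFAH2 protein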
pPAFAH inh – pPAFAH (human) enzyme inhibition; inhibition, % at 3.39 µM; AID 463082; recombinant pPAFAH, FP-rhodamine probe fluorescence polarization; hit rate 1.5% among 330,000;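 active = inhibition above the mean inhibition across the screen plus 3 SD, cut at about 25% in these data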;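 note: inhibitors block binding of the rhodamine activity-based probe so polarization drops; 0% = enzyme with DMSO and 100% = wells lacking pPAFAH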
LYPLA1 inh – blocks human lysophospholipase 1, a PME1 counter-screen; O75608; recombinant LYPLA1, FP-Rh probe fluorescence polarization; inhibition, % at 5.9 µM; hit rate 0.16% among 320,000; AID 2174;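 active = inhibition above the mean of all tested compounds plus 3 SD, set per campaign, cut at about 14% in these data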;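 note: inhibitors block serine hydrolase probe labeling of LYPLA1 so polarization falls; 0% = enzyme with DMSO and 100% = wells lacking LYPLA1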
Target sequence (O75608 whole entry, looked up): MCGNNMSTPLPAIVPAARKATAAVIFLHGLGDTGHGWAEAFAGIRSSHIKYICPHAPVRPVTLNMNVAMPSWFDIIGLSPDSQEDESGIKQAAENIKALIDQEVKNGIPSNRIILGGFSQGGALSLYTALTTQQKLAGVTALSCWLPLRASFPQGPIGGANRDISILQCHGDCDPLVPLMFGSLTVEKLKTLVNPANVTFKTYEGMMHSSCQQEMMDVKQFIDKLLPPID
PAFAH1B2 FP inh – PAFAH1B2 (human) inhibition | recombinant PAFAH1B2, FP-rhodamine activity probe, fluorescence polarization | inhibition, % at 3.39 µM | hit rate 1.2% among 340,000 | P68402;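 active = inhibition above the mean of all tested compounds plus 3 SD, cut at about 24% in these data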;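 note: 0% = enzyme with DMSO and 100% = wells lacking PAFAH1B2; many of its hits are not listed in these tables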
Target sequence (P68402 whole entry, looked up): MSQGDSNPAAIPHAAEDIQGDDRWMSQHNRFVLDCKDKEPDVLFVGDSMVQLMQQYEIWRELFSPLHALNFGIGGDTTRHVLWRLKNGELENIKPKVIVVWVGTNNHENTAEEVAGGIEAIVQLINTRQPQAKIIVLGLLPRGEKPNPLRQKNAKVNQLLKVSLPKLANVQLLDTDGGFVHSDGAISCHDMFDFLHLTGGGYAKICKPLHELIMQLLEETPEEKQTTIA
PAFAH1B3 FP inh – inhibitors of human PAFAH1B3; recombinant PAFAH1B3, FP-rhodamine probe, fluorescence polarization; hit rate 0.28% among 340,000; inhibition, % at 3.39 µM; Q15102;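 active = inhibition above the screen-wide average of all tested compounds plus 3 SD, cut at about 25% in these data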;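 note: 0% = enzyme with DMSO only and 100% = wells lacking PAFAH1B3 protein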
Target sequence (Q15102 whole entry, looked up): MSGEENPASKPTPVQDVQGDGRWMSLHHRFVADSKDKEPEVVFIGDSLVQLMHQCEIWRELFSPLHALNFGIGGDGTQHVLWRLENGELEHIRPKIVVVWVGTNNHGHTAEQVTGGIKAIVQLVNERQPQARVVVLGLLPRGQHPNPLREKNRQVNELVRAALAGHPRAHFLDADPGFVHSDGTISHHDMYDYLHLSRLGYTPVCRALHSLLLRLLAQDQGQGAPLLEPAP
PAD4 FP inh – inhibitors of human PAD4; recombinant PAD4, RCA probe fluorescence polarization; Q9UM07; hit rate 0.41% among 330,000; inhibition, % at 6.36 µM;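 active = percent inhibition above a cutoff equal to the mean of all tested compounds plus 3 SD, cut at about 15% in these data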;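 note: 0% = PAD4 with RCA probe and DMSO and 100% = probe without PAD4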
LYPLA2 counter – LYPLA2 (human) inhibition in PME1 counter-screen | recombinant LYPLA2, FP-Rh probe fluorescence polarization | hit rate 0.38% among 320,000 | inhibition, % at 5.9 µM;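 active = inhibition above the screen-wide mean plus 3 SD, limit set per campaign, cut at about 26% in these data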;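 note: 0% = LYPLA2 with DMSO and 100% = wells lacking LYPLA2 enzyme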
Target sequence (O95372 whole entry, looked up): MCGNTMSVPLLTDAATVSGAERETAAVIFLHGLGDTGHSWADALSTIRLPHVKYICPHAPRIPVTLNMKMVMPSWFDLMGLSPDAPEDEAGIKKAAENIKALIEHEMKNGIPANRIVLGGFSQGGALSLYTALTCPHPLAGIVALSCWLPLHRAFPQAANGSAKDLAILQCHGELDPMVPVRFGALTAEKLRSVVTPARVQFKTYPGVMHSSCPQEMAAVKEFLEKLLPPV
PREPL inh – human PREPL enzyme inhibition | hit rate 0.68% among 320,000 | Q4J6C6 | inhibition, % at 5.96 µM | recombinant PREPL, fluorescence polarization activity-based probe; in the data active = inhibition above about 43%;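 note: 0% = enzyme with DMSO and 100% = wells lacking enzyme; many of its hits are not listed in these tables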
* hit, by the source's call; / = not tested or not shown. Not all compounds are listed; rates above refer to the full screens.

smiles,PREPL inh,PAFAH2 inh,PAFAH1B2 FP inh,PAFAH1B3 FP inh,GSTO1 counter,PAD4 FP inh,LYPLA1 inh,pPAFAH inh,LYPLA2 counter
CCCCn1c(S(=O)(=O)O)nc2ccccc21,-8,3,2,1,5,-3,1,7,-3
CN(C)c1ccc(C2N(C(=O)N3CCOCC3)CCN2S(=O)(=O)c2ccccc2)cc1 (centres undefined),5,-3,5,8,4,-3,3,-3,8
Cc1ccc(NC(=O)CNCC(c2ccccc2)N(C)C)cc1F (centres undefined),21,0,4,3,-7,-3,1,-2,1
CCCCCc1cc(=O)oc2c(C(CCN3CCCCC3)c3cc(OC)c(OC)c(OC)c3)c(OC)cc(OC)c12 (centres undefined),-12,-4,5,7,8,-4,-2,0,-7
COC(=O)c1n[nH]nc1-c1ccccc1,12,-3,-2,0,-4,0,-5,-8,-13
O=C(COc1ccc([N+](=O)[O-])cc1)NCc1cccnc1,5,-5,0,10,-2,3,-4,3,-2
O=C(COc1ccc(Cl)cc1)NCCCNC(=O)c1ccncc1,2,-4,4,9,-1,-4,-2,7,-6
O=C(Nc1cccnc1)c1ccc(Cl)c(S(=O)(=O)N2CCCC2)c1,-3,-7,4,1,5,1,-1,1,0
COC(=O)c1cc(C(=O)Nc2nnc(CC(C)C)s2)cc([N+](=O)[O-])c1,5,10,5,-8,-8,0,4,-4,10
O=C(CCOc1ccccc1)Nc1ccc(S(=O)(=O)Nc2ncccn2)cc1,7,4,5,5,/,-1,0,0,1
CC(=O)Nc1ccc(NC(=O)CCCNC(=O)c2ccc(Cl)cc2)cc1,17,13,0,-2,-3,-5,1,2,-2
O=C(NCc1ccccn1)c1cccn1-c1ncc(C(F)(F)F)cc1Cl,8,7,8,-2,4,0,-4,1,-5
COc1ccc(C(=O)NCC(=O)NCC(=O)OCc2ccc(Cl)cc2)cc1,-7,-2,6,-1,2,1,1,-2,5
O=C(NCc1cn2ccsc2n1)c1c(F)cccc1Cl,20,-2,2,-7,1,-1,0,-7,-3
CCn1c(CNC(=O)COc2c(C)cccc2C)nnc1SCC(=O)Nc1nccs1,-10,-8,3,3,2,-1,-1,2,-7
O=C(c1c[nH]c(C(=O)N2CCN(Cc3ccccc3)CC2)c1)C1CCCCC1,-7,12,1,10,15,-7,0,8,4
COC(=O)c1ccc(Oc2nc(N3CCCCC3)nc(N3CCOCC3)n2)cc1,0,-7,0,7,1,3,2,3,3
O=C(COC(=O)[C@H](Cc1ccccc1)NC(=O)c1cccs1)Nc1ccccc1C(F)(F)F,-2,5,6,2,-4,-1,0,0,4
Cc1ccc(C(=O)N2CCCC(Nc3ccc(C(C)C)cc3)C2)cn1 (centres undefined),9,-5,21,1,5,-2,-3,4,-3
Cc1cccc(NC(=O)COC(=O)CNC(=O)C2CCCCC2)c1,3,5,4,2,2,-5,3,12,-2
CCC(C)Sc1nnc(CNC(=O)C23CC4CC(CC(C4)C2)C3)n1C1CCCCC1 (centres undefined),1,-6,4,5,0,-3,-2,6,0
O=S(=O)(c1ccc(Oc2ccc(S(=O)(=O)N(CCO)CCO)cc2)cc1)N(CCO)CCO,-2,7,-4,9,1,-3,1,2,6
COc1ccc(C(c2c(C)n(C)n(-c3ccccc3)c2=O)c2c(C)n(C)n(-c3ccccc3)c2=O)cc1O,-3,/,/,/,2,-4,3,1,0
Cn1c(/C(C#N)=C(\O)c2cc(Cl)sc2Cl)nc2ccccc21,5,3,1,0,13,4,2,2,0
Cc1cc(C)n2nc(C(=O)OCC(=O)N3C(C)CCCC3C)nc2n1 (centres undefined),3,2,3,5,9,-2,-2,2,3
CCC(=O)N1CCN(c2ccc(NC(=O)c3ccc(N4CCCC4)c([N+](=O)[O-])c3)cc2)CC1,3,3,-2,2,8,0,-1,-1,3
C[C@H]1CN([C@@H](C)CO)C(=O)Cc2cc(NC(=O)CCC(F)(F)F)ccc2O[C@H]1CN(C)S(=O)(=O)c1ccc(F)cc1,6,6,0,7,/,8,/,3,/
Cc1ccc(C(=O)Nc2ccc3c(c2)C(=O)N(CC2CCCO2)C3=O)cc1 (centres undefined),2,-2,-3,-3,-2,-4,-1,-1,-3
COc1cc(OC)cc(C(=O)NCC2CCCN(Cc3ccc(SC)cc3)C2)c1 (centres undefined),3,2,-1,5,1,-2,-3,4,0
CC(C)CCNC(=O)CN(C(=O)Cn1nnc(-c2ccccc2F)n1)c1cccc2c1CCCC2,-20,-1,5,7,-3,0,-8,4,-15
COc1ccc(NC(=S)NCc2cccs2)c(OC)c1,0,-1,1,2,6,-2,-2,3,3
CC(C)(C)c1ccc(OCC(=O)O/N=C(\N)c2ccncc2)cc1,6,-1,1,3,4,1,4,5,4
CCOC(=O)c1c(S(=O)(=O)NCC(=O)Nc2cccc(C)c2C)c(C)n(C)c1C,19,-5,2,7,4,0,-2,-5,-4
Cc1cccc(NC(=O)COC(=O)c2cc3ccccc3oc2=O)c1,3,8,-2,2,6,-5,1,-3,-2
COc1ccccc1Oc1ccc(Oc2ccccc2OC)cc1,-9,0,0,7,-2,-3,-3,13,-2
COc1ccc(NS(=O)(=O)c2csc(C(=O)N3CCCC3)c2)c(OC)c1,-16,2,5,0,-2,0,1,1,0
CCOc1ccc(S(=O)(=O)N2CCCCC2)cc1NC(=O)Cc1ccsc1,8,13,-1,1,/,1,0,9,7
COc1ccc(/C=C2\SC(=O)N(CC(=O)Nc3ccc(F)cc3)C2=O)cc1O,-2,-1,-1,12,-7,8,-14,-6,49*
O=C(Nc1ccccc1)c1nc[nH]c1C(=O)NCCCCNC(=O)c1[nH]cnc1C(=O)Nc1ccccc1,-34,-38,-7,11,/,-4,/,5,/
COc1ccc(NC(=O)COc2ccc(C(=O)OCC(=O)N(C(C)C)C(C)C)cc2OC)cc1,0,16,6,7,6,-3,-1,3,4
CCc1cc2c(cc3c(=O)n(CC(=O)N4CCN(C)CC4)ncn32)s1,10,0,4,-1,-3,3,-3,2,-1
Cc1ccc(C)c(N2CCN(S(=O)(=O)c3c(C(=O)N4CCCCC4)c(C)n(C)c3C)CC2)c1,15,-1,3,2,-10,4,-5,10,0
CCOc1cc(C(=O)OCC(=O)N(C)c2ccccc2)cc(OCC)c1OCC,0,10,2,2,7,1,-4,4,5
Cc1cc(=O)n2nc(N3CCCC(C(=O)NCc4ccccc4C)C3)sc2n1 (centres undefined),7,-5,1,7,-3,1,2,0,2
CCn1nnc(NC(=O)COc2ccc(C3CCCCC3)cc2)n1,9,8,5,13,-4,-2,-2,14,2
CC1CC(C)CN(S(=O)(=O)c2ccc(C(=O)N(C)Cc3ccccc3)cc2)C1 (centres undefined),19,1,3,2,/,-3,/,1,/
CCC1CCCCN1C(=O)CSc1nc2c(c(=O)n(C)c(=O)n2C)n1C (centres undefined),1,6,7,10,15,0,0,4,1
Fc1ccc(-c2ccnc(=S)[nH]2)cc1,17,6,0,2,15,12,2,2,-7
COC(=O)Cn1c(Cc2ccccc2)nc2ccccc21,-3,-8,3,5,6,-3,-3,5,-5
CC1CC(OCC(O)CN2CCCCC2C)CC(C)(C)C1 (centres undefined),3,-8,0,10,3,-2,-2,1,-7

(more compounds)
smiles,PREPL inh,PAFAH2 inh,PAFAH1B2 FP inh,PAFAH1B3 FP inh,GSTO1 counter,PAD4 FP inh,LYPLA1 inh,pPAFAH inh,LYPLA2 counter
COc1ccc(C(=O)Nc2c3c(nn2-c2cccc(Cl)c2)CS(=O)C3)cc1 (centres undefined),-6,3,2,1,12,-1,-2,-1,2
Cc1cc(NC(=O)c2ccc(F)cc2)n(C)n1,1,0,9,1,-5,0,-1,7,-2
NC1=NC[C@H](c2ccccc2)N1CCc1cccc(F)c1,-43,2,4,5,5,-1,1,2,-4
COc1cccc(C2C=C(c3ccc(OC)cc3OC)Nc3nnnn32)c1 (centres undefined),-26,10,0,1,-9,3,-3,-1,7
CCOc1ccc(-c2nnn(CC(=O)NCc3ccco3)n2)cc1,-9,4,5,2,0,4,2,5,5
COc1ccc(-n2cnc3c(sc4nccc(N(C)C)c43)c2=O)cc1,2,9,-4,2,3,-2,-1,0,1
COc1cc(NC(=S)NCCCN2CCOCC2)cc(OC)c1,4,-9,4,1,-1,-5,8,1,6
CC(=O)Nc1ccc(NC(=O)c2cccc(-c3cc4ccccc4oc3=O)c2)cc1,6,-2,1,6,-10,0,-3,2,2
CCOC(=O)CN1C(=O)C(O)=C(C(C)=O)C1c1ccc([N+](=O)[O-])cc1 (centres undefined),32,5,0,11,-1,-1,2,2,17
O=C1S/C(=C/c2ccc(N3CCOCC3)o2)C(=O)N1Cc1c(F)cccc1Cl,3,-3,-3,-8,3,-2,-1,3,-1
O=C(OCc1ccccc1)C1=NNC2C(=O)N(c3ccc(Br)cc3)C(=O)C12 (centres undefined),-5,/,/,/,10,5,0,4,-8
CN(C)CCCNC(=O)C[C@H]1C[C@H](C(=O)N2CCCCC2)[C@@]2(C)c3[nH]c4cc(CCC(=O)N(C)C)ccc4c3CCN2C1=O,/,-4,2,7,/,-1,/,0,/
O=C(CCc1nc2ccccc2c(=O)[nH]1)NNC(=O)c1ccccc1Cl,10,-2,2,5,6,-2,-2,6,1
Cc1cc(NC(=O)c2cc(C(C)C)on2)no1,23,-3,-3,1,16,0,4,0,4
CSCCC(NS(=O)(=O)c1ccc(C)cc1)C(=O)N1CCN(C(C)=O)CC1 (centres undefined),-3,4,3,0,-4,-5,0,1,3
c1ccc2sc(NCC3CCCO3)nc2c1 (centres undefined),0,-3,2,3,-3,-2,0,-1,-3
CCCC(C(=O)NCCC(C)C)N(Cc1ccccc1)C(=O)c1snc(C(N)=O)c1N (centres undefined),-5,-7,6,-2,-5,-2,-2,5,-6
O=C(O)c1ccccc1C(=O)N1CCN(c2ccccc2)CC1,1,-2,-2,7,-3,0,-1,7,-2
O=C(COC(=O)c1ccccc1Br)Nc1nnc(-c2ccccc2)o1,-7,4,0,0,3,-5,0,5,4
COCCC(=O)N1CCC(Oc2ccc(C(=O)N3C[C@@H]4CCC[C@H]3C4)cc2)CC1,10,2,2,11,1,-3,0,-8,-9
COc1ccc(-c2cc(-c3ccccc3)nc(Cl)n2)cc1OC,2,3,1,2,-9,-1,-13,-7,-16
COc1ccc(CC2(CO)CCN(C(C)Cc3ccc(Cl)cc3)CC2)cc1 (centres undefined),-4,2,7,-2,3,-5,0,2,22
O=C(CS(=O)c1cccc(C(F)(F)F)c1)Nc1ccc(Cl)cc1Cl (centres undefined),-18,1,3,2,-4,-3,2,-2,0
CSc1nn2cc(CCN3CCOCC3)c(-c3ccc(F)cc3)nc2c1C#N,0,0,1,4,6,2,4,-2,4
CCC(=O)Nc1ccc(C(=O)CSc2nc3ccc(C)cc3[nH]2)cc1,-4,-5,0,3,-10,-5,-8,4,-10
CCCn1ncc(C(=O)N(C)C2CCCN(Cc3ccccc3F)C2)c1C (centres undefined),0,1,4,12,-12,-1,-4,2,-3
Nc1nnc(SCC(=O)OCc2ccc(Cl)c(Cl)c2)s1,3,-14,1,-5,5,4,0,-1,4
CC(=O)c1cccc(S(=O)(=O)N2CCCC(c3nc4c(nnn4Cc4ccc(C)cc4)c(=O)[nH]3)C2)c1 (centres undefined),10,7,3,2,-1,-4,5,-4,9
